BLM helicase inh: inhibitors of human Bloom syndrome helicase BLM; recombinant BLM DNA unwinding, fluorescence dequenching; Potency, µM (titrated, usually from 56.1 µM), for the others: top-dose activity change, negative = inhibition, most hits filed as inhibitors; P54132; 350,000 tested, 0.2% active;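 note: potency is the fitted concentration of half-maximal effect; plate controls were vehicle for no effect and no enzyme for full effect; nearly all actives have a fitted effect of over 35% in size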
Pol kappa inh: inhibitors of human DNA polymerase kappa; purified Pol kappa, fluorescent DNA synthesis assay, 10 min; Potency, µM (highest dose often 107 µM), without a hit: top-dose activity, negative = inhibition, actives largely listed as inhibitors; 400,000 tested, 0.53% active; AID 588579; note: potency is the fitted concentration of half-maximal effect; % is set by controls: 0 for no effect and ±100 for the full control effect
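10 nM Pol kappa preincubated 15 min at room temperature with compounds, then reaction started with substrate at 50 nM final. Fluorescence read kinetically at 0 and 10 min; buffer-only wells served as negative control.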
12-LOX inh: blocks human arachidonate 12S-lipoxygenase. P18054. purified 12hLO, xylenol orange hydroperoxide absorbance. Potency, µM (highest dose often 108 µM), for inactives: at the top dose activity change, negative = inhibition, most hits filed as inhibitors. 580,000 tested, 1.1% active; note: potency is the fitted concentration of half-maximal effect; % is set by controls: 0 for no effect and ±100 for the full control effect
Target sequence (P18054 whole entry, looked up): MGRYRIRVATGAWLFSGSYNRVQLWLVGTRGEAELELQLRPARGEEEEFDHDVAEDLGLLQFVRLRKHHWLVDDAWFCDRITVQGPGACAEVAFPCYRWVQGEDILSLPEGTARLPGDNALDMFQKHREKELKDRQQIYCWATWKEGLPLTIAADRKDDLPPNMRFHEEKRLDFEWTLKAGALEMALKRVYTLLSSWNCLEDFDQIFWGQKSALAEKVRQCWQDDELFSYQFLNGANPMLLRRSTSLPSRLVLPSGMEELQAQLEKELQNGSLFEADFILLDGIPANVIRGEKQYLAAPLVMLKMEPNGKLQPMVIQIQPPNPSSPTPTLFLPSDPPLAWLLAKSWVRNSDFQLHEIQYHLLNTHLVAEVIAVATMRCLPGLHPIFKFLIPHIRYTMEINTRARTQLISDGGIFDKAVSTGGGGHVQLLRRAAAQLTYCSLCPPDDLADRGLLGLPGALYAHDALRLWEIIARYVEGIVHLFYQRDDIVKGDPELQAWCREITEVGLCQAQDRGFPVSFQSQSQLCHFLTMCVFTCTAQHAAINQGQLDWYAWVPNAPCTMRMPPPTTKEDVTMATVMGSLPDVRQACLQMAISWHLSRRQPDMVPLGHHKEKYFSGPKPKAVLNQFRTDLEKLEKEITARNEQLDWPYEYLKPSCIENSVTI
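Purified human 12hLO at 150 nM in 25 mM Hepes, 0.01% Triton X-100, pH 7.0, preincubated 15 min at room temperature with compound. Reaction started with 40 uM arachidonic acid, 30 min at room temperature. Hydroperoxide measured by Fe-xylenol orange, 573/405 nm absorbance ratio.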
TRHR ag: activates the human TRH receptor; TRHR cells, calcium flux fluo-8, FDSS agonist mode; activation, % at 2 µM; 360,000 tested, 0.18% active; P34981; in the data active = activation above about 30%; note: 0% is about no effect
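In this calcium-flux screen, cells bearing human TRHR are dye-loaded with fluo-8, baselined for 10 cycles, then exposed to library compounds; positive kinetic calcium responses during the agonist phase mark hits, with TRH as control.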
Pol iota inh: DNA polymerase iota (human) inhibition. Potency, µM (doses to about 115 µM), inactives show at the top dose activity, negative = inhibition, actives largely listed as inhibitors. Q9UNA4. Pol iota fluorescent replication assay, 10 min. 390,000 tested, 1% active; note: potency is the fitted concentration of half-maximal effect
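Pol iota at 10 nM preincubated 15 min with compounds at room temperature; reaction started with fluorescent substrate, 50 nM final. Fluorescence read kinetically at 0 and 10 min; buffer-only wells as negative control.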
APE1 inh: APE1 (human) endonuclease inhibition; P27695; recombinant APE1, TAMRA/BHQ-2 abasic DNA cleavage fluorescence; Potency, µM (doses to about 65.8 µM), for inactives: at the highest dose activity change, negative = inhibition, most hits filed as inhibitors; 350,000 tested, 0.35% active; AID 2517;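 note: potency is the fitted concentration of half-maximal effect; plate controls were vehicle for no effect and reference inhibitor for full effect; nearly all actives have a fitted effect of over 55% in size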
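Quantitative HTS: incision of a TAMRA/BHQ-2 double-stranded substrate bearing a tetrahydrofuran abasic site by 0.75 nM APE1 raises fluorescence. Substrate 50 nM final, added after 15 min compound preincubation at room temperature; progress as third-minus-first kinetic read difference.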
Anesthetic bind: candidate novel general anesthetic via apoferritin binding. P02791. apoferritin/1-aminoanthracene competitive binding, fluorescence. Potency, µM (top dose mostly 77.5 µM), for inactives: at the top dose activity change, negative = displacement, actives largely listed as inhibitors. 350,000 tested, 0.074% active; note: potency is the fitted concentration of half-maximal effect; % is set by controls: 0 for no effect and ±100 for the full control effect; nearly all actives have a fitted effect of over 20% in size
Target sequence (P02791 2-175 limits assumed): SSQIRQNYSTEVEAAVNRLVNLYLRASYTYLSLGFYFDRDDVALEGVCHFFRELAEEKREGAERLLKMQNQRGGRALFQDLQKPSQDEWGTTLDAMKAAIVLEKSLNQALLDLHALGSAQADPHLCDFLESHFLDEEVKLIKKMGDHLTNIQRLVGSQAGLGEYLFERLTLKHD
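10 uM apoferritin + 50% sat. 1-AMA, PBS; cpd 10 min RT; Ex380/Em535 endpoint; normalized to free probe vs complex; 4-param Hill fit; propofol titration as pos. ctrl.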
ERG-DNA inh: blocks human ERG Ets domain binding to DNA. fluorescence polarization, His-ERG Ets domain / labelled DNA. Potency, µM (series often up to 76.9 µM), without a hit: top-dose FP activity, negative = inhibition, actives largely listed as inhibitors. 370,000 tested, 0.028% active; active = well fitted inhibition curve with a large enough effect in the polarisation, with a control signal flat; inconclusive = small, poorly fitted or top-dose-only effect, or effect the other way, or a change in a side signal; inactive = no such curve, though single readings can be large or run the other way; the % refers to the polarisation;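 note: polarization taken with two DNA probes labelled with fluorescein and Texas red; potency is the fitted concentration of half-maximal effect; % of control where 0% means no effect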
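His-tagged ERG Ets domain (1 uM in the protein solution; 300mM KCl, 50mM Tris-HCl, 1mM EDTA, 1mM DTT, pH 7.5) received compound, then a probe mix of 5 nM fluorescein-DNA and 100nM Texas-615-DNA. Fluorescence polarization was read for both dyes.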
Pol beta inh: inhibitors of human DNA polymerase beta; P06746; 340,000 tested, 1.3% active; AID 485314; Pol beta primer extension/strand displacement, fluorescence kinetic; Potency, µM (highest dose often 114 µM), inactives show top-dose activity change, negative = inhibition, hits mostly inhibitors; note: potency is the fitted concentration of half-maximal effect; % is set by controls: 0 for no effect and ±100 for the full control effect
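Curves were derived by four-parameter Hill fits of normalized qHTS data. The kinetic fluorescent primer-extension read was taken at 0 and 10 min after 50 nM substrate, following a 15 min room-temperature preincubation of 10 nM enzyme with compounds.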
The depositor's hits bear a star; ? = inconclusive; · = no result given; [ ] = another dose, or the depositor's remark. Unless noted, calls come from the whole dose curve; as a rule, active = well fitted curve in the direction sought with a large enough effect; inconclusive = small, poorly fitted or top-dose-only effect, or another doubt; inactive = no such curve, though single readings can be large; an effect the other way counts as inactive or inconclusive. The list is partial; the hit share may differ from the screen's.

SMILES	BLM helicase inh	Pol kappa inh	12-LOX inh	TRHR ag	Pol iota inh	APE1 inh	Anesthetic bind	ERG-DNA inh	Pol beta inh
CC(C)Cn1c(=O)c2sccc2n2c(CCCC(=O)Nc3ccc(Cl)cc3)nnc12	-1.8%	1.6%	-19.1%	-0.4	12.1%	·	-4.4%	2.4%	0.4%
Cc1cccc(-c2nnc(SCC#N)n2Cc2ccccc2)c1	1.5%	-13.0%	-11.2%	0.7	8.7%	-4.8%	-15.8%	-1.2%	1.4%
O=C(Nc1cccc(S(=O)(=O)NC2=NCCC2)c1)c1cn(-c2ccccc2)nc1-c1ccc(F)cc1	·	5.5%	2.6%	·	-7.5%	-7.2%	·	2.0%	·
COc1ccccc1/C=C1\SC(=S)N(CCC(=O)NNC(=O)c2ccccc2O)C1=O	-6.6%	?	·	-0.6	?	9.7%	-6.7%	17.9%	2.1%
COc1ccc(NC(=O)COC(=O)/C=C/c2cccs2)c(OC)c1	·	-1.9%	10.5%	-0.5	-4.4%	17.4%	·	-10.2%	·
Cc1cc(C)cc(N2CCn3c2nc2c3c(=O)n(CCCc3ccccc3)c(=O)n2C)c1	0.1%	6.8%	-1.4%	0.1	12.3%	·	-8.5%	-1.4%	14.7%
COc1cccc(NC(=O)CN2CCC(C)CC2)c1	-2.6%	-2.7%	-16.8%	0.1	0.7%	14.2%	-17.1%	-8.3%	19.7%
COCCSc1ccccc1C(=O)N1CCN(c2ccccc2OC)CC1	3.3%	4.9%	12.4%	-0.6	26.8%	-8.0%	-2.2%	2.1%	5.6%
Cc1ccc(NC(=O)CSCC(=O)Nc2sccc2C#N)cc1	·	-18.3%	?	-0.2	?	12.3%	·	7.7%	·
COc1cc(C(=O)Nc2ccc(C(=O)c3cccs3)cc2)cc(OC)c1OC	-8.5%	-9.9%	?	0.1	11.9%	1.6%	?	1.3%	14.1%
CCCOC(=O)C1[C@H]2C(=O)N(Cc3ccco3)C[C@]23C=C[C@H]1O3 (stereo partly drawn)	0.5%	-12.4%	-13.8%	0.3	4.8%	12.8%	-6.4%	-3.3%	11.1%
Cc1c(C)n(C(=O)CN2CCC(C)CC2)c2ccccc12	0.9%	-13.5%	?	0.0	-1.8%	-1.5%	-22.7%	-6.1%	-1.6%
Cc1ccc(C(=O)NN2C(=O)c3ccc(S(=O)(=O)c4ccc(C(=O)O)cc4)cc3C2=O)cc1	-2.1%	-11.7%	3.6%	-0.5	86.8%[activator]	2.3%	5.8%	-1.8%	?
Cc1cc(OCCn2ccnc2)cc(C)c1Cl	-0.2%	0.5%	11.5%	-0.3	-11.7%	16.0%	-13.9%	-5.5%	15.9%
COc1cc(OC)cc(-c2c(-c3cccs3)c3cc(-c4ccc5c(c4)OCCO5)ccc3n2C)c1	·	11.5%	-5.2%	-0.3	4.0%	47.5%[activator]	·	12.3%	·
O=Cc1c(N2CCN(CCO)CC2)nc2ccccn2c1=O	-1.7%	17.0%	?	1.0	33.4%[activator]	6.7%	3.7%	15.6%	10.5%
Cc1nnsc1C(=O)NNc1ccc(C(C)(C)C)cc1	0.9%	1.9%	?	0.4	9.3%	-2.6%	-2.8%	3.6%	41.8%
Cc1cc(C)c(C#N)c(SCC(=O)C(C)(C)C)n1	-8.4%	-3.4%	10.0%	-0.6	25.7%	2.8%	?	-0.4%	6.6%
COc1cccc(NC2=CC(=O)CC(C)(C)C2)c1	-2.4%	-9.6%	18.5%	0.0	-1.0%	15.4%	-5.2%	·	36.8%
O=C(NCCc1ccc(Cl)cc1)c1cnc2sc(N3CCOCC3)nn2c1=O	-2.5%	3.4%	-23.3%	0.1	-13.6%	·	0.5%	4.6%	9.8%

Complete entries from above. Screens in order: BLM helicase inh, Pol kappa inh, 12-LOX inh, TRHR ag, Pol iota inh, APE1 inh, Anesthetic bind, ERG-DNA inh, Pol beta inh
O=C(NCCc1ccc(Cl)cc1)c1cnc2sc(N3CCOCC3)nn2c1=O is entered as -2.5%, 3.4%, -23.3%, 0.1, -13.6%, ·, 0.5%, 4.6%, 9.8%
Cc1cc(C)c(C#N)c(SCC(=O)C(C)(C)C)n1 is entered as -8.4%, -3.4%, 10.0%, -0.6, 25.7%, 2.8%, ?, -0.4%, 6.6%
COc1ccccc1/C=C1\SC(=S)N(CCC(=O)NNC(=O)c2ccccc2O)C1=O is entered as -6.6%, ?, ·, -0.6, ?, 9.7%, -6.7%, 17.9%, 2.1%
O=Cc1c(N2CCN(CCO)CC2)nc2ccccn2c1=O is entered as -1.7%, 17.0%, ?, 1.0, 33.4%[activator], 6.7%, 3.7%, 15.6%, 10.5%
Cc1cc(C)cc(N2CCn3c2nc2c3c(=O)n(CCCc3ccccc3)c(=O)n2C)c1 is entered as 0.1%, 6.8%, -1.4%, 0.1, 12.3%, ·, -8.5%, -1.4%, 14.7%

Just Pol iota inh, BLM helicase inh and TRHR ag (two entries from above):
canonical_smiles,Pol iota inh,BLM helicase inh,TRHR ag
Cc1cc(C)cc(N2CCn3c2nc2c3c(=O)n(CCCc3ccccc3)c(=O)n2C)c1,12.3%,0.1%,0.1
COc1cccc(NC(=O)CN2CCC(C)CC2)c1,0.7%,-2.6%,0.1

(next part)
SMILES	BLM helicase inh	Pol kappa inh	12-LOX inh	TRHR ag	Pol iota inh	APE1 inh	Anesthetic bind	ERG-DNA inh	Pol beta inh
O=C(c1ccncc1)N1CCC2(CCCN(c3cccc(-c4ccccc4)c3)C2)CC1	-0.4%	-4.8%[60.1 µM]	?	·	·	11.6%	·	·	·
Cc1nc2cc(NC(=O)Nc3cccc([N+](=O)[O-])c3)ccc2n1C	-1.5%	-9.1%	8.2%	-0.2	31.4%[activator]	-16.2%	-4.8%	9.6%	-18.5%
O=c1c(CCc2ccccc2)nc2cncnc2n1Cc1ccc(F)cc1	-7.4%	-4.9%[60.1 µM]	192.8%[activator]	·	·	-1.5%	·	·	·
O=C(c1csnn1)N1CCC2(CCCN(c3ccncc3)C2)CC1	21.0%	-9.3%[60.1 µM]	-5.7%[57.4 µM]	·	·	29.2%	·	·	·

Assay outcomes as filed in PubChem.
